S100A4 MyoIIA: S100A4-myosin IIA interaction inhibition; P26447; S100A4/TAMRA-MyoIIA peptide fluorescence polarization; inhibition, % at 10.7 µM; 360,000 compounds, 0.14% hits;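 active = mean inhibition of at least 70% across replicates, with every replicate also reaching that level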
Target sequence (P26447 whole entry, looked up): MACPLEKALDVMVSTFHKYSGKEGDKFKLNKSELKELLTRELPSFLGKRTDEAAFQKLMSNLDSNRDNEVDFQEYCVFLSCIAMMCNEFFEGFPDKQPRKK
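Material: human S100A4 monomer with TAMRA-labelled myosin IIA peptide; buffer or medium: HEPES pH 7.2 with CaCl2, KCl, NaCl, DTT, Triton; compound dosing: one concentration per compound; schedule: 5 min incubation before reading; benchmarks: neutral control DMSO, positive control TFP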
PglD DTNB: inhibitors of Campylobacter jejuni PglD acetyltransferase. 360,000 compounds, 0.098% hits. purified PglD enzyme, DTNB colorimetric CoA detection. inhibition, % at 12.5 µM; in the data active = inhibition above about 16%, passing the limit was not always enough; also: strong numbers were not always called active
ERAP1 HTS inh: inhibitors of human ERAP1 aminopeptidase; 340,000 compounds, 0.15% hits; inhibition, % at 10.7 µM; AID 652197; recombinant ERAP1, Leu-AMC fluorescence, 60 min;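 active = mean replicate inhibition of at least 30%, or all replicates individually reaching that 30% level; inactive = mean below 30% and not every replicate reaching it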;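 also: 0% = neutral control wells and 100% = L-leucinethiol positive control wells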
Target sequence (Q9NZ08 whole entry, looked up): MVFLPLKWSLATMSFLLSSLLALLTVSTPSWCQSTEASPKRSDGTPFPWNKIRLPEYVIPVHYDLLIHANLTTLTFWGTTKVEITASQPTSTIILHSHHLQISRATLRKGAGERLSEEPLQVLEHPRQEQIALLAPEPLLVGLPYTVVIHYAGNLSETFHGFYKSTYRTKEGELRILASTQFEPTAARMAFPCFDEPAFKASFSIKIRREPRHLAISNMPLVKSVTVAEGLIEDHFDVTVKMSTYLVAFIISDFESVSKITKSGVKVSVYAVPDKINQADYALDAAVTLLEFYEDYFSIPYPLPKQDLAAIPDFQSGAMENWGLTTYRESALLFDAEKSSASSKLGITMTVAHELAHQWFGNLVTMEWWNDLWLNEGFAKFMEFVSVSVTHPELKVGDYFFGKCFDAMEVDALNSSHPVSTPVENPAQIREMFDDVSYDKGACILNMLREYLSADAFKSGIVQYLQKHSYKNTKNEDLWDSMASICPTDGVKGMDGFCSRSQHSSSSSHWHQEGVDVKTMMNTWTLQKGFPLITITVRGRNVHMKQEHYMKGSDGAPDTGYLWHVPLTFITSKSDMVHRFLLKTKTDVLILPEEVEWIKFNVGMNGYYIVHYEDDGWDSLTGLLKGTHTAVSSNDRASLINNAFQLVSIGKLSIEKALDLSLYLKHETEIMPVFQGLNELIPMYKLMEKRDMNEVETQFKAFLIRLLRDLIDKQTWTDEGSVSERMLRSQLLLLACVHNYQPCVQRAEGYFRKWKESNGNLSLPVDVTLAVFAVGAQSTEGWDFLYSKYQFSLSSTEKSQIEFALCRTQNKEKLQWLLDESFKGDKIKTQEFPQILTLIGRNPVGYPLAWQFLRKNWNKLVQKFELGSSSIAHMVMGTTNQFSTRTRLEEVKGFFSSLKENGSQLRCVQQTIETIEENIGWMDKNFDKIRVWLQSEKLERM
FN deposit inh: fibronectin deposition inhibition; AH1F fibroblasts, Alexa488-fibronectin deposition fluorescence, overnight; inhibition, % at 12.6 µM; 350,000 compounds, 0.086% hits;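 active = mean inhibition across replicates of 30% or more, regardless of how many single replicates reach that level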;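 also: positive control wells lacked labelled fibronectin entirely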
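test system = AH1F fibroblasts assembling fluorescent fibronectin matrix | quantity = 10000 AH1F cells per well | buffer or medium = DMEM plus 2% serum, read in PBS | doses = single dose, pinned | incubation = 1 h cell attachment, overnight exposure to compound and label | detection = fluorescence at 485 nm excitation, 525 nm emission | read-out basis = inhibition from reduced deposited-fibronectin fluorescence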
PGC1a acetyl inh: PGC1a acetylation modulation, inhibitor mode | U2OS PGC1a acetylation, AlphaScreen anti-acetyl-lysine; with virally co-expressed GCN5 acetyltransferase | inhibition, % at 15.6 µM | 350,000 compounds, 0.17% hits;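 active = every replicate shows inhibition of at least 40%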;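 also: 0% = neutral control wells and 100% = positive control wells; some results beyond the cut were filed as inactive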
EWS-Fli block: blocks EWS/Fli oncoprotein-driven transcription | inhibition, % at 12.6 µM | 350,000 compounds, 0.67% hits | A673 NR0B1-luciferase reporter, viability-normalised;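 active = mean inhibition of at least 50% after viability correction, with every replicate also passing that limit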;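 also: firefly luciferase signal divided by Alamar Blue viability fluorescence both relative to DMSO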
PAX8 reporter: PAX8 transcriptional activity inhibition. RMG-I TPO-luciferase reporter, SteadyGlo, 24 h. inhibition, % at 12.6 µM. 360,000 compounds, 1.2% hits;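 active = mean replicate inhibition at least 60% with every replicate also reaching 60%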;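 also: luciferase light reporting Pax8 driven TPO promoter activity; plate controls were median of neutral control wells for no effect and mitoxantrone controls for full effect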
LGR2 inh: Drosophila LGR2 receptor signaling inhibition | 380,000 compounds, 0.35% hits | inhibition, % at 9.99 µM | HEK293 LGR2, CRE-luciferase, bursicon-stimulated, 4 h;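 active = drop in luminescence signal, shown as inhibition above about 50% in the replicate tests, limit read from the data, passing the limit was not always enough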;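 also: agonist challenge used bursicon conditioned medium at about half maximal strength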
* hit, by the source's call; · = not tested or not shown; & = joins results of further samples.

SMILES	S100A4 MyoIIA	PglD DTNB	ERAP1 HTS inh	FN deposit inh	PGC1a acetyl inh	EWS-Fli block	PAX8 reporter	LGR2 inh
O=C(c1ccccc1F)N1CC(=O)N2[C@@H](CO)[C@@H](c3ccc(-c4cccnc4)cc3)[C@@H]2C1	-9	·	0	·	-4	3	-2	0
Cc1ccc(N)cc1CN1CCN(c2ncc(Cc3ccccc3)cn2)CC1	-12	·	1	-3	·	4	0	-11
CN(C)C(=O)c1cccc(-c2ccc(C3[C@H]4CNC[C@@H]3N4Cc3nccs3)cc2)c1 (some centres undefined)	6&-3	·	0&0	-7&0	·	5	·	1&-4
CCOc1cccc(/C=C(/C#N)c2nc3ccccc3[nH]2)c1OCC(=O)O	-2	-3	4	0	·	0	17	-13
C[C@H](CO)N1C[C@H](C)[C@@H](CN(C)C)Oc2ccc(NC(=O)CCC(F)(F)F)cc2CC1=O	44	2	-2	·	3	7	17	-17
CC(C)NC(=O)Nc1ccc2c(c1)C(=O)N(C)[C@H]1CC[C@H](CC(=O)NCC(F)(F)F)O[C@H]1CO2	·	5	·	-7	-18	-4	-22	-10
COCC(=O)N(C)C[C@@H]1Oc2ncc(/C=C/c3ccccc3)cc2C(=O)N([C@@H](C)CO)C[C@@H]1C	18	4	0	-2	8	1	·	10
COC(=O)c1cc(=O)nc2sccn12	·	-5	·	5	8	·	8	·
Cc1cc(C)c(N)c(C(=O)O)c1	2	1	-1	5	·	-20	-5	20
O=C(NCc1ccccc1)c1cc(C2CCCN(S(=O)(=O)c3ccccc3)C2)on1 (centres undefined)	3	2	2	-1	-1	9	11	12
CCOCC(=O)NC1CCc2cc(OC(=O)COCC)c(OC)c(OC)c2-c2ccc(SC)c(=O)cc21 (centres undefined)	0	·	6	·	2	53*	91*	14
Cc1c(C2=CCN(S(=O)(=O)c3ccc(Cl)cc3)CC2)c2ccccc2n1C	·	-2	·	8	5	·	-33	4
CC[C@@]1(C(=O)OC)N[C@H](CN(C)S(=O)(=O)c2ccc(C(F)(F)F)cc2)[C@@H]2C(=O)N(C)C(=O)[C@@H]21	0	0	-2	3	·	-1	-7	-6
C[C@H](CO)N1C[C@H](C)[C@H](CN(C)C(=O)Nc2cccc3ccccc23)Oc2ccc(NS(=O)(=O)c3ccccc3)cc2C1=O	2	-1	0	·	0	3	9	2
CC(=O)Nc1ccc(NC(=O)C(C)Sc2n[nH]c(-c3cccs3)n2)cc1 (centres undefined)	0	-2	3	-7	9	6	7	8
CC(C(=O)OCC(=O)c1ccc(F)cc1)N1C(=O)C2C3C=CC(C3)C2C1=O (centres undefined)	-1	-4	-1	6	·	2	-26	5
Cc1cc(C)cc(C(=O)OCC(=O)N2CCCC2)c1	-2	-1	1	-2	-8	-4	4	4
COC(=O)/C(C#N)=C/c1c(N2CCN(c3cccc(Cl)c3)CC2)nc2c(C)cccn2c1=O	-10	0	-1	1	-11	2	31	23
COCC(=O)Nc1ccc2c(c1)OC[C@@H](C)N(C(=O)c1cnccn1)C[C@H](C)[C@@H](OC)CN(C)C2=O	-1	0	3	13	-1	0	-7	-6
C[C@@H]1CN([C@H](C)CO)C(=O)c2cc(N(C)C)ccc2O[C@@H]1CN(C)Cc1ccc(-c2ccccc2)cc1	-2	6	-1	·	-19	-5	-27	8
COc1ccc(-c2[nH]ncc2CN(CC2CCC(=O)N2)C(C)C)cc1F (centres undefined)	-4	1	·	5	-1	-2	20	13
CCCc1nnc(NC(=O)NCCN2C(=O)C3C4C=CC(C4)C3C2=O)s1 (centres undefined)	-4	10	4	-3	-19	-7	-9	0
COC(=O)c1ccccc1S(=O)(=O)N1CCC(c2nc3ccccc3o2)CC1	·	6	·	7	-6	·	·	-26
Cc1cccc(NC(=O)C2CCCN(S(=O)(=O)c3ccc4c(c3)oc(=O)n4C)C2)c1 (centres undefined)	3	3	1	-2	-6	8	2	4
CCOC(=O)c1ccccc1OC(=O)CS(=O)c1ccccc1[N+](=O)[O-] (centres undefined)	-3	·	0	10	-1	23	12	7
CC1CN(c2ccccc2)c2nc3c(c(=O)[nH]c(=O)n3C)n2C1 (centres undefined)	1	2	0	3	2	-13	1	0
C[C@H](CO)N1C[C@H](C)[C@H](CN(C)Cc2ccc(C(=O)Nc3ccccc3N)cc2)Oc2ccc(NC(=O)CCC(F)(F)F)cc2CC1=O	6	-3	-1	-23	-10	45	7	-12
Cc1nnc(NC(=O)C2CCN(c3nnnn3-c3ccccc3)CC2)s1	-2	8	3	-8	19	·	3	3
CC1(C)SC2c3ccccc3C(=O)N2[C@@H]1C(=O)NC1CCCC1 (some centres undefined)	4	1	-3	7	-2	4	5	-8
C=CCN(CC=C)C(=O)CN1C(=O)NC(c2ccccc2)(c2ccccc2)C1=O	3	6	-2	0	-7	-4	9	-1
COc1ccc(CCn2c(-c3ccc(F)cc3)nc3c(c(=O)c4ccccc4n3C)c2=O)cc1OC	4	6	·	-3	-2	-10	4	·
C[C@H](NC(=O)Nc1ccccc1F)C(=O)O	4	4	·	-7	12	·	·	3
N#CCCn1cc(/C=C2\NC(=S)N(c3ccccc3)C2=O)c(-c2ccc(F)cc2)n1	-12	-1	4	-13	-6	11	16	14
CCn1c(SCC(=O)Nc2nncs2)nnc1C(C)NC(=O)c1ccccc1Br (centres undefined)	-3	6	0	8	2	9	5	12
NS(=O)(=O)c1ccc(CCNC(=O)c2cc(S(=O)(=O)N3CCCCC3)ccc2Cl)cc1	22	-2	1	-5	12	8	-2	9
Cc1ccc(S(=O)(=O)N2CCN(Cc3ccsc3)CC2)cc1	3	·	-4	3	1	2	9	·
CC(Oc1ccccc1)C(=O)N=Nc1c(O)[nH]c2ccc(Br)cc12 (centres undefined)	-7	·	-1	5	·	13	30	-2
O=C(Cc1csc(Nc2nc(=S)[nH]c3ccccc23)n1)N1CCN(c2cccc(C(F)(F)F)c2)CC1	-1	-4	-1	20	·	3	20	-17
O=C(Cc1ccccc1)N1CCN(c2ncccn2)CC1	0	·	3	-4	-16	-10	-2	11
Cc1ccc(C(=O)NCc2ccccn2)cc1S(=O)(=O)N1CCOCC1	8	-3	1	1	-3	-8	5	-9

4 records picked at random from the list so far, as already listed:
SMILES	S100A4 MyoIIA	PglD DTNB	ERAP1 HTS inh	FN deposit inh	PGC1a acetyl inh	EWS-Fli block	PAX8 reporter	LGR2 inh
N#CCCn1cc(/C=C2\NC(=S)N(c3ccccc3)C2=O)c(-c2ccc(F)cc2)n1	-12	-1	4	-13	-6	11	16	14
COc1ccc(CCn2c(-c3ccc(F)cc3)nc3c(c(=O)c4ccccc4n3C)c2=O)cc1OC	4	6	·	-3	-2	-10	4	·
COC(=O)c1ccccc1S(=O)(=O)N1CCC(c2nc3ccccc3o2)CC1	·	6	·	7	-6	·	·	-26
CCOC(=O)c1ccccc1OC(=O)CS(=O)c1ccccc1[N+](=O)[O-] (centres undefined)	-3	·	0	10	-1	23	12	7

Molecules shown so far with a COOH group, in the order listed:
SMILES	S100A4 MyoIIA	PglD DTNB	ERAP1 HTS inh	FN deposit inh	PGC1a acetyl inh	EWS-Fli block	PAX8 reporter	LGR2 inh
CCOc1cccc(/C=C(/C#N)c2nc3ccccc3[nH]2)c1OCC(=O)O	-2	-3	4	0	·	0	17	-13
Cc1cc(C)c(N)c(C(=O)O)c1	2	1	-1	5	·	-20	-5	20
C[C@H](NC(=O)Nc1ccccc1F)C(=O)O	4	4	·	-7	12	·	·	3

The main list resumes; the 2 compounds before the break are reprinted first.
SMILES	S100A4 MyoIIA	PglD DTNB	ERAP1 HTS inh	FN deposit inh	PGC1a acetyl inh	EWS-Fli block	PAX8 reporter	LGR2 inh
O=C(Cc1ccccc1)N1CCN(c2ncccn2)CC1	0	·	3	-4	-16	-10	-2	11
Cc1ccc(C(=O)NCc2ccccn2)cc1S(=O)(=O)N1CCOCC1	8	-3	1	1	-3	-8	5	-9
COc1cc(C(=O)Nc2ccc(S(=O)(=O)N(C)c3ccccc3)cc2)cc(OC)c1OC	-1	·	0	11	·	-11	-8	-17
O=C(NC1CCN(Cc2ccccc2)CC1)c1cc(S(=O)(=O)Nc2ccc(F)cc2)ccc1Cl	9	-13	-22	8	·	19	6	-15
O=C(NC1CC1)c1ccc(-c2ccc3nccn3c2)cc1	-2	-7	1	5	·	-14	-7	6
CO[C@H]1CN(C)C(=O)c2ccc(NC(=O)c3ccccc3F)cc2OC[C@@H](C)N(CC2CCOCC2)C[C@@H]1C	8	3	-7	-2	-19	13	12	5
COc1ccc(-n2cnc3c(sc4nc(N5CCOCC5)c5c(c43)CCCC5)c2=O)cc1	-2	-1	-5	8	3	-1	-2	-4
Cc1cc(C)n(-c2cccc(CN3CCC(CO)(Cc4ccccc4)CC3)c2)n1	-11	·	2	8	-9	10	11	9
CCCCNC(=O)Nc1ccc2c(c1)N(C)C(=O)c1ccccc1S2	-11	4	-2	-1	·	9	21	4
CN(C)c1ccc(CNC(=O)/C=C/[C@H]2O[C@@H](n3cnc4c(NC(=O)c5ccccc5)ncnc43)[C@H](O)[C@@H]2O)cc1	-2	-2	-9	-7	2	4	-3	-19
COc1ccc(NC(=O)c2ccccc2C)c(OC)c1	-2	1	-10	·	18	·	·	4
CC1CCCC(NC(=O)COC(=O)[C@@H]2CC(O)CN2S(=O)(=O)c2ccc3c(c2)OCCO3)C1C (some centres undefined)	-1	·	-1	4	·	-10	-9	4
N#Cc1ccccc1OCC(=O)Nc1cccc(S(=O)(=O)N2CCCC2)c1	-3	·	-9	-1	-1	9	-8	-3
Cc1ccc(-c2nnn(CC(=O)N(CC(=O)NCC3CCCO3)c3ccccc3)n2)o1 (centres undefined)	-2	2	0	·	-3	-20	·	-8
COc1cc2c(cc1OC)C(COc1ccccc1OC)N(C(=O)c1ccco1)CC2 (centres undefined)	-1	3	-2	-2	5	16	3	-10
COc1ccc(-c2csc(-n3cccn3)n2)cc1	0	·	-1	-1	·	-90	-187	-95
CCOC(=O)NC(=O)C(/C=N/c1sccc1C(=O)OC)=C(\C)O	1	·	11	2	4	-58	7	17
CCCCC(=O)Nc1cccc(NC(=S)NC(=O)COc2ccccc2Cl)c1	1	·	2	2	·	10	5	7
CC(C)(C)C1CCc2onc(C(=O)Nc3cccnc3)c2C1 (centres undefined)	8	-1	-1	·	11	-1	·	-9

Three entries from above, arranged by heavy-atom count, ascending:
SMILES	S100A4 MyoIIA	PglD DTNB	ERAP1 HTS inh	FN deposit inh	PGC1a acetyl inh	EWS-Fli block	PAX8 reporter	LGR2 inh
CCCCNC(=O)Nc1ccc2c(c1)N(C)C(=O)c1ccccc1S2	-11	4	-2	-1	·	9	21	4
N#Cc1ccccc1OCC(=O)Nc1cccc(S(=O)(=O)N2CCCC2)c1	-3	·	-9	-1	-1	9	-8	-3
COc1cc(C(=O)Nc2ccc(S(=O)(=O)N(C)c3ccccc3)cc2)cc(OC)c1OC	-1	·	0	11	·	-11	-8	-17
